Compound activity from PubChem.
CHT block = inhibitors of human choline transporter CHT; CHT-expressing cells, membrane potential dye, choline response; stronger effect = lower value; 310,000 compounds, 0.86% hits; B-score at 10 µM;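 active = B-score over 3 SD under the library average, and starting fluorescence ratio not unusually high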;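 also: choline stimulus applied at its EC90 after an EC20 pre-addition; B-score computed on integrated fluorescence ratio after choline addition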
Target sequence (Q9GZV3 whole entry, looked up): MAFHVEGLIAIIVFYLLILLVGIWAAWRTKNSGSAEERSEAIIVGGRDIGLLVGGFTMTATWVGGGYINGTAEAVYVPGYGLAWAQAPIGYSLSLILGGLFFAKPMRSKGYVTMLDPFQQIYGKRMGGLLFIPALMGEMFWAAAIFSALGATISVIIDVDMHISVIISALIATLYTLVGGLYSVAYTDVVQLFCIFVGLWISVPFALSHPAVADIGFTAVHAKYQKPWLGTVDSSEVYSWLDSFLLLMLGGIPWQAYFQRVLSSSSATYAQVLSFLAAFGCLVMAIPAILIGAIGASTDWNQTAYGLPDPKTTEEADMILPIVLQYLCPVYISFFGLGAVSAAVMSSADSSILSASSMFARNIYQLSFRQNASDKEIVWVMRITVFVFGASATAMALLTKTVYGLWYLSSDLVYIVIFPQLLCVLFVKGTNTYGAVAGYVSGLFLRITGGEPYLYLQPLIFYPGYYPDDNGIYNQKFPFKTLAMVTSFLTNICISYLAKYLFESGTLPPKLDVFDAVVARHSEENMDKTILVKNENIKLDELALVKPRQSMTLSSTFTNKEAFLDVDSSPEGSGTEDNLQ
STK33 kinase inh = inhibitors of purified STK33 kinase, primary screen, biochemical, ADP-Glo luminescence, homogeneous, cell-free. Serine/threonine-protein kinase 33 (Homo sapiens), Q9BYT3. MBP phosphorylation. inhibition, % at 10 µM. 320,000 compounds, 0.073% hits;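 active = inhibition at or above 25%, using the most active replicate where run in duplicate; inactive = inhibition below 25%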
Target sequence (Q9BYT3 whole entry, looked up): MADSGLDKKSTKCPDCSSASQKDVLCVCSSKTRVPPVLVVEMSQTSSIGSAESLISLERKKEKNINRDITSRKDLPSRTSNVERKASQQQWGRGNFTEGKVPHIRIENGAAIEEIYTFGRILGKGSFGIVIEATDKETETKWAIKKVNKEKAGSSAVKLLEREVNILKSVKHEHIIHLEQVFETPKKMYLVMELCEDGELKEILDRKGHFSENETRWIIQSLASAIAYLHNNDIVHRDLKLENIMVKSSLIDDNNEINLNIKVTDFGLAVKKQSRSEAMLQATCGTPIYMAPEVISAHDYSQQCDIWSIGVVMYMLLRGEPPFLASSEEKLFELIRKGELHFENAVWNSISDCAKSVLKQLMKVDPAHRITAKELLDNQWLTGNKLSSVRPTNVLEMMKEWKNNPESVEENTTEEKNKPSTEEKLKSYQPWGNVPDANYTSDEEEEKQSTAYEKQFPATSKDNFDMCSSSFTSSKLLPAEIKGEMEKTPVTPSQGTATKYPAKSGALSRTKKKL
CHT allo act = CHT positive allosteric modulators, primary screen, cell-based, membrane potential dye, choline EC20 | B-score at 10 µM | AID 488977, 2010 | High affinity choline transporter 1 (Homo sapiens), Q9GZV3 | 310,000 compounds, 0.49% hits | CHT-expressing cells; stronger effect = higher value; LV-AA mutant CHT in HEK293 cells;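 active = initial fluorescence not abnormally high and integrated response B-score, plate-corrected, over 3 SD above library mean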
* = called active by the depositor; i = inactive; x = not tested or not shown.

Fields – CHT block | STK33 kinase inh | CHT allo act
CC(=O)Nc1cccc(NC(=O)CSc2nnc3ccc(-c4cccnc4)nn23)c1
  i | 1.2 | i
Cc1ccc(-n2ncc3c2CC(C)(C)CC3NC(=O)c2c(C)noc2C)cc1 (stereo not drawn)
  i | -0.8 | i
O=C(NC1CC1)C1=C[C@H](c2coc3ccccc3c2=O)C[C@H](OCc2ccc(CO)cc2)O1
  i | -0.8 | i
CCc1ccccc1NC(=S)N(CCN(C)C)Cc1cccs1
  i | -0.7 | i
Cc1ccc2nc3c(c(C(=O)OCC(=O)N(C)C4CCS(=O)(=O)C4)c2c1)CCCC3 (stereo not drawn)
  i | 4.5 | i
O=C(Cn1nnc(-c2ccccc2F)n1)NCCc1ccccc1
  i | -1.8 | i
Cc1onc(-c2c(Cl)cccc2Cl)c1C(=O)NCC1CCCO1 (stereo not drawn)
  i | -0.4 | i
COc1ccccc1C(=O)NCCC(=O)NCC(c1ccco1)N1CCCCC1 (stereo not drawn)
  i | -0.8 | i
CC1=NN(C(C#N)c2c(C)nn(Cc3ccccc3)c2C)C(C)(C)C1 (stereo not drawn)
  i | -0.8 | i
CCn1c(SCC(=O)Nc2ccc(C)cc2)nc2nc3c(cc2c1=O)COC(C)(C)C3
  i | 0.2 | i
Cc1cc(/C=C(\C#N)C(=O)NCc2ccco2)c(C)n1C1CCCC1
  i | -1.0 | i
CCOC(=O)c1ccccc1NC(=O)COC(=O)CN1C(=O)C2CC=CCC2C1=O (stereo not drawn)
  i | -0.1 | i
Cc1ccccc1OCC(=O)NS(=O)(=O)c1ccc(Cl)cc1
  i | 5.0 | i
Cc1ccc(OCCC(=O)OCC(=O)Nc2c(C)nn(-c3ccccc3)c2C)cc1
  i | x | i
CCN(c1ccccc1)c1nc(=O)c2cccnc2s1
  i | -1.4 | i

3 structures from above, arranged by SMILES length, highest first.
Fields – CHT block | STK33 kinase inh | CHT allo act
Cc1ccc2nc3c(c(C(=O)OCC(=O)N(C)C4CCS(=O)(=O)C4)c2c1)CCCC3 (stereo not drawn)
  i | 4.5 | i
Cc1cc(/C=C(\C#N)C(=O)NCc2ccco2)c(C)n1C1CCCC1
  i | -1.0 | i
CCN(c1ccccc1)c1nc(=O)c2cccnc2s1
  i | -1.4 | i

Going on with the list.
Fields – CHT block | STK33 kinase inh | CHT allo act
COC(=O)c1c(NS(=O)(=O)Cc2ccccc2)sc2c1CCCC2
  i | 0.0 | i
COc1ccc(C)cc1S(=O)(=O)NC(C)C(=O)Nc1ccc2c(c1)OCO2 (stereo not drawn)
  i | -0.9 | i
O=C(Nc1ccccc1N1CCN(C(=O)c2ccccc2)CC1)c1ccco1
  i | 1.8 | i
COC(=O)c1cc(NC(=O)c2ccc(F)cc2)cc(C(=O)OC)c1
  i | 2.6 | i
CCOC(=O)CSc1nnc(CNC(=O)c2ccccc2OC)n1-c1ccc(OC)cc1
  i | -2.5 | i
CC(CCCC(C)(C)O)CC1C2=C(CCCC2=O)OC2=C1C(=O)CCC2 (stereo not drawn)
  i | -1.5 | i
Cn1nccc1C(=O)Nc1ccccc1C(=O)O
  i | 13 | i
COc1ccc(-c2csc(N(CC(C)C)C(=O)c3ccco3)n2)cc1
  i | -1.0 | i
FC(F)Oc1ccccc1/C=N/n1cnc2ccccc21
  i | 0.5 | i
COc1cccc(OCC(O)CN2CCN(c3ccc(F)cc3)CC2)c1 (stereo not drawn)
  i | -0.8 | i
COc1ccccc1C(=O)N1CCC(N2CCN(c3ccccc3OC)CC2)CC1
  i | -1.8 | i
Clc1ccccc1-c1ccc(/C=N/Nc2nncc(-c3ccccc3)n2)o1
  i | -1.8 | i
CC(C)CC(=O)NS(=O)(=O)c1ccc(NC(=O)c2ccco2)cc1
  i | 0.3 | i
Cc1cccc(OCCCc2c(C)n[nH]c2C)c1
  i | -0.9 | i
Cc1nc(NC(=O)CSc2nnc(Cn3nnc4ccccc43)n2C)sc1C
  i | -0.9 | i

Gathered by group, those above containing two or more sulfur atoms (three)
Fields – CHT block | STK33 kinase inh | CHT allo act
CCc1ccccc1NC(=S)N(CCN(C)C)Cc1cccs1
  i | -0.7 | i
COC(=O)c1c(NS(=O)(=O)Cc2ccccc2)sc2c1CCCC2
  i | 0.0 | i
Cc1nc(NC(=O)CSc2nnc(Cn3nnc4ccccc43)n2C)sc1C
  i | -0.9 | i

Following part
Fields – CHT block | STK33 kinase inh | CHT allo act
CC1(C)Cc2c(C#N)c(NCCCO)nc(-c3ccccc3)c2CO1
  i | -1.6 | i
CC(C)Oc1ccc(OCCn2c(S(=O)(=O)O)nc3c(N)ncnc32)cc1
  i | -1.3 | i
COC(=O)N(NC(=O)C(O)(CCC(C)C)CCC(C)C)c1ccccc1
  i | -0.2 | i
CCCCOc1ccc(CSCCNC(=S)Nc2ccccc2)cc1
  i | -1.2 | i
COc1cccc(CN2CC(C(=O)N(C)Cc3nc4ccc(F)cc4[nH]3)CCC2=O)c1 (stereo not drawn)
  i | x | i
COC(=O)c1sc2ncccc2c1OCc1c(Cl)cccc1Cl
  i | -0.3 | i
Cc1ccc(S(=O)(=O)Nc2cccc(C(=O)NCc3cccnc3)c2)cc1F
  i | -1.3 | i
O=C(c1ccncc1)c1ccc(NC(=O)c2cccs2)cc1
  i | 1.2 | i
O=C(c1cccs1)N1CCc2c([nH]c3ccccc23)C1c1ccc(Cl)cc1 (stereo not drawn)
  i | -0.6 | i
COc1ccc(-n2nc(C(=O)NCC(=O)NCc3ccco3)c3ccccc3c2=O)cc1
  i | -0.9 | i
CCOC(=O)c1c(N)sc(C(N)=O)c1C
  i | 0.2 | i
COc1ccc(N2CCN(CC(O)COCc3ccccc3)CC2)cc1 (stereo not drawn)
  i | 0.6 | i
CN(C)CC(O)CN1C(=O)NC(C)(C)C1=O (stereo not drawn)
  i | -1.5 | i
COC1C(C)=C(C)C(=O)N1Cc1ccc(F)cc1 (stereo not drawn)
  i | 0.1 | i
Cc1cccc(C(=O)OCC(=O)NC(C)CCc2ccccc2)c1O (stereo not drawn)
  i | 0.6 | i

Reprinted at random: three compounds from above, in no set order.
Fields – CHT block | STK33 kinase inh | CHT allo act
O=C(c1ccncc1)c1ccc(NC(=O)c2cccs2)cc1
  i | 1.2 | i
COc1ccc(-n2nc(C(=O)NCC(=O)NCc3ccco3)c3ccccc3c2=O)cc1
  i | -0.9 | i
Cc1ccc(S(=O)(=O)Nc2cccc(C(=O)NCc3cccnc3)c2)cc1F
  i | -1.3 | i

Next compounds:
Fields – CHT block | STK33 kinase inh | CHT allo act
COC(=O)COc1ccc(-c2ccccc2)cc1C=O
  i | -0.5 | 20*
Cn1c(C(N)=O)cnc1Sc1ncc(C(F)(F)F)cc1Cl
  i | -0.8 | i
CC(C)C[C@@H](CO)N1CCN(C)CCC1=O
  i | -0.3 | i
Cc1nnc(-c2cnn(-c3ccccc3)c2N)n1Cc1ccccc1
  i | 0.0 | i
Cc1nc2c(cnn2-c2ccccc2)c(=O)n1/N=C/c1ccccc1
  i | -0.3 | i
CCOC(=O)c1cc2c(N)c(C(=O)c3cc(C#N)c(SC)nc3C)sc2nc1C
  i | -1.5 | i
CC(=O)Nc1cccc(C(=O)N/N=C/c2ccccc2F)c1
  i | -0.4 | i
CCn1c(C)cc2c(c1=O)C(c1ccccc1Br)C(C#N)=C(N)O2 (stereo not drawn)
  i | -0.5 | i
COc1ccc(C2C(C(=O)N3CCN(c4ccccc4F)CC3)c3ccccc3C(=O)N2C)cc1 (stereo not drawn)
  i | -0.8 | i
CCN(Cc1ccncc1)C(=S)Nc1ccc(Cl)cc1
  i | 0.2 | i
COc1ncnc(NS(=O)(=O)c2ccc(N)cc2)c1OC
  i | 0.1 | i
Nc1nc(N)c(N=Nc2ccc(SCC(=O)O)cc2)c(=O)[nH]1
  i | 0.0 | i
COc1ccc(C(=O)N2CCN(C)C(=O)[C@@H]2C)cc1OC1CCN(C(C)C)CC1
  i | -0.9 | i
COc1ccc(-c2nnc(SCc3nnc(-c4ccc(Cl)cc4)o3)n2-c2ccccc2)cc1
  i | x | i
COc1ccc(CCNc2ncnc3sc(C)cc23)cc1OC
  i | -0.9 | i
Cc1nnc(SCC(=O)N2CCC(c3noc4ccc(F)cc34)CC2)s1
  i | -1.3 | i
NC(=O)CSc1nnnn1-c1ccc2c(c1)OCCO2
  i | -1.4 | i
CC1(C)CC2(CCO1)C(Nc1ccccc1)=NC(=S)N2c1ccccc1 (stereo not drawn)
  i | -0.3 | i
Cc1nn(CC(=O)Nc2ccc(F)cc2)c(=O)c2ccccc12
  i | 0.2 | i
COC(=O)C1=C(C(=O)OC)[C@@H]2Nc3ccccc3[C@@]23C[C@@H](C(=O)OC)N(C(=O)c2cc(C)oc2C)C3=N1
  i | -0.1 | i
CCN(CC(=O)Nc1ccccc1OC)C(=O)CN1C(=O)NC2(CCCC2)C1=O
  i | 0.5 | i
Cc1ccc(S(=O)(=O)NCCCOC(=O)Nc2ccncc2)cc1
  i | 0.3 | i
Cc1nc([N+](=O)[O-])c(C(=O)OCc2ccccc2C#N)n1C
  i | 0.0 | i
COC(=O)c1ccccc1NC(=O)C(C)NS(=O)(=O)c1ccc(OC)cc1 (stereo not drawn)
  i | -1.0 | i
CCOC(=O)c1cc(-c2ccccc2)n(CCC(=O)N2CCN(c3ccccc3OC)CC2)c1C
  i | -2.4 | i
Cc1ccccc1Cn1c(C)nc2ccccc21
  i | -0.1 | i
CCN(CC)S(=O)(=O)c1ccc(S(=O)(=O)Nc2ccc3c(c2)oc2ccccc23)cc1
  i | -1.5 | i
CN(C)CCN1C(=O)C(O)=C(C(=O)c2cc3ccccc3o2)C1c1ccccn1 (stereo not drawn)
  i | 0.3 | i
CCCn1nc(NC(=O)C2CCCO2)c2cc3cccc(C)c3nc21 (stereo not drawn)
  i | 0.3 | i
COc1ccc(N2CC(C(=O)N[C@@H](CC(C)C)C(=O)NC3CCCCC3)CC2=O)cc1 (stereo partly drawn)
  i | -0.1 | i
CN1CCN(C(=O)/C(=C/c2ccc(F)cc2)NC(=O)c2ccccc2)CC1
  i | -1.2 | i
O=C(Nc1ccc(Cl)cc1N1CCOCC1)C1CCCO1 (stereo not drawn)
  i | 0.2 | i
O=C(CN1CCN(c2ccccn2)CC1)NC1CCCCC1
  i | -0.4 | i
O=C(Nc1nc(-c2ccc(S(=O)(=O)N3CCCCCC3)cc2)cs1)c1cccs1
  i | 0.2 | i
CCCCOC(=O)CCn1c(=S)oc2ccccc21
  i | 0.5 | i
COc1ccc(CN2CCN(C3CCOCC3)CC2CCO)c(C)c1C (stereo not drawn)
  i | -0.8 | i
CCOC(=O)C1NC(=O)CC1c1ccccc1 (stereo not drawn)
  i | -0.9 | i
Cc1ccc(CSCC(=O)N(C)CC(=O)Nc2ccc(C)cc2)cc1
  i | -0.4 | i
O=C1[C@H]2[C@@H](c3ccc(Cl)cc3)N3C(=O)N(c4cccc(Cl)c4)C(=O)[C@@]3(Cc3ccc(Cl)cc3)[C@H]2C(=O)N1C1CCCCC1
  i | 1.2 | i
COc1ccccc1N(CCC#N)C(=O)CSc1ccc2c(c1)OCCO2
  i | -1.5 | i
Cc1ccc(S(=O)(=O)c2nc(-c3ccccc3F)oc2N2CC(C)OC(C)C2)cc1 (stereo not drawn)
  i | -1.8 | i
O=C(Nc1ccccc1)NN1CC(=O)N(c2ccc(Cl)cc2)CC1=O
  i | -1.0 | i
C=CCn1c(CSc2nnc(-c3ccccc3)n2C)n[nH]c1=S
  i | -1.9 | i
CCn1c(C)[n+](CCCS(=O)(=O)[O-])c2cc(Cl)c(Cl)cc21
  i | 0.8 | i
O=C(COc1ccccc1Cl)NCCCN1CCOCC1
  i | -2.7 | i
CC1Cc2ccccc2N1c1ncnc2c1nnn2Cc1ccccc1 (stereo not drawn)
  i | -2.0 | i
O=C(Nc1cccc(C(=O)O)c1)Nc1ccc2c(c1)OCO2
  i | 0.7 | i
CC1(C(=O)O)Sc2[nH]c(=O)sc2C2c3ccccc3OC(=O)C21 (stereo not drawn)
  i | -0.8 | i
CC(C)(C)c1ccc(Cc2n[nH]c(=S)[nH]c2=O)cc1
  i | -1.3 | i
O=C(Nc1nc(COc2ccccc2)cs1)C12CC3CC(CC(C3)C1)C2
  i | -0.1 | i
COc1ccc(S(=O)(=O)N2CCC(NC(=O)N3CCOCC3)CC2)cc1
  i | 1.0 | i
CCCCC(=O)Nc1ccc2c(c1)nc(CCN1CCN(C)CC1)n2C
  i | -2.3 | i
O=C(COC(=O)CN1C(=O)C2CCCCC2C1=O)Nc1ccc(S(=O)(=O)N2CCOCC2)cc1 (stereo not drawn)
  i | -0.8 | i
CCOC(=O)c1cccc(NC(=O)CCc2nnc3ccc(N4CCN(C)CC4)nn23)c1
  i | -1.3 | i
Cc1occc1C(=O)NC1CCCCCC1
  i | -0.2 | i
CCOc1ccc(C(CC(=O)O)NC(=O)C2c3ccccc3Oc3ccccc32)cc1 (stereo not drawn)
  i | -1.6 | i
CC(C)c1cc(C(=O)N2CCCC(N3CCN(c4ccc(F)cc4)CC3)C2)no1 (stereo not drawn)
  i | -1.4 | i
Cc1noc(C)c1COC(=O)C1CC(O)CN1S(=O)(=O)c1ccc(Cl)cc1 (stereo not drawn)
  i | -3.4 | i
Cc1c(-c2cc(Br)ccc2O)nc2cc3c(cc2c1C)OCO3
  i | 1.2 | i
CCOC(=O)C1=C(C)NC(=O)NC1c1ccc(-c2ccc(Cl)cc2)o1 (stereo not drawn)
  i | -0.5 | i
COCc1c(C(=O)N/N=C(\C)c2ccc(Cl)s2)nnn1-c1nonc1N
  i | -0.5 | i
Cc1ccccc1OCc1nnc(SCC(=O)Nc2ccc3c(c2)oc2ccccc23)n1C
  i | 0.0 | i

This is a random part of the collection. Share with any hit: about 1.5%.
